# Assay outcomes from PubChem BioAssay.
# RSV antiviral HEp-2 = RSV antiviral activity via CPE protection, HEp-2 cells, primary 10 µM value included (AID 2391); HEp-2 cells, RSV-induced CPE inhibition; higher % means a stronger effect; CPE inhibition, % at 10 µM; hits with a dose series show IC50 in µM; hit rate 0.13% among 310,000; in the data active means a potency from the dose series; further: strong numbers were not always called active
# K1F lysis inhibition = protection from phage-mediated lysis, alamar blue read-out – E. coli UTI89, K1F phage, bacterial capsule biogenesis inhibitors (AID 488966) | E. coli UTI89 K1F phage lysis, alamar blue, 2 h; higher % means a stronger effect | inhibition, % at 100 µM; hits with a dose series show IC50 in µM | hit rate 0.02% among 340,000;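 active means phage lysis inhibition, versus mean bacterial control, above a set limit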;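 further: capsule biogenesis inhibitors block K1F phage lysis so surviving cells raise fluorescence; higher fluorescence means more inhibition of phage lysis; actives were called in the ten point dose series up to 300 µM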
# NS5 inhibitors = flavivirus cap methylation enzyme inhibition – biochemical, confirmation dose response, primary screen (AID 588689); hit rate 0.3% among 340,000; Dengue-2 NS5 methyltransferase capping enzyme assay, biochemical; higher % means a stronger effect; inhibition, % at 25 µM, or IC50 in µM where a hit was titrated; in the data active means a potency from the dose series
# * hit, by the source's call; [ ] = another dose, or the depositor's remark. Not all compounds are listed; the hit share may differ from the screen's.
SMILES,RSV antiviral HEp-2,K1F lysis inhibition,NS5 inhibitors
CCOc1ccc(NC(=O)C2CC(=O)N(CCc3ccccc3)C2)cc1OC (centres undefined),0.8%,-0.2%[50 µM],2%
CCCNC(=O)C(Cc1cccc(Br)c1)NC(=O)c1ccc(C#N)cc1 (centres undefined),-0.3%,1.5%,-1%
Cc1ccc2c(c1)C1CN(C)CCC1N2S(=O)(=O)c1cc(C(F)(F)F)ccc1Cl (centres undefined),1.6%,0.3%[50 µM],-7%
Cn1nc(C(=O)Nc2ccc(Cl)c(S(=O)(=O)N3CCOCC3)c2)c2ccccc2c1=O,-0.2%,1.3%[50 µM],1%
CCn1c(SCC(=O)Nc2sccc2C(N)=O)nnc1C1CC1,0.9%,0.1%[50 µM],-9%
CC(=O)NC(C)c1cc(Cl)c2ccccc2c1O (centres undefined),5.8%,-0.7%,-2%
COc1ccccc1C(=O)NC(CCSC)C(=O)NNC(=O)C(C)Oc1ccccc1F (centres undefined),0.8%,0.7%[50 µM],-4%
O=C(COC(=O)/C=C/c1cccc(Br)c1)Nc1cccc(S(=O)(=O)NC2=NCCC2)c1,0.1%,-0.1%[50 µM],2%
O=C(CSc1ccc2ccccc2n1)NC1CC1,-0.8%,0.5%[50 µM],-9%
CCc1noc(C)c1C(=O)OC(C)C(=O)c1c(C)[nH]c2ccccc12 (centres undefined),7.6%,0.1%[50 µM],-2%
CCN(CC(=O)Nc1ccc(NC(C)=O)cc1)C(=O)C1CCCN(C(=O)c2ccc(Cl)cc2)C1 (centres undefined),0.7%,0.5%[50 µM],-2%
CN(CC(=O)Nc1cccc(F)c1)C(=O)c1cc(S(=O)(=O)N2CCN(c3ccccc3)CC2)ccc1Cl,6.0%,0.1%[50 µM],12%
COc1ccccc1-c1nn(-c2ccccc2)cc1C(=O)N1CCc2ccccc2C1,1.5%,1.8%[50 µM],-9%
COc1ccc(C(C)=O)cc1CS(=O)(=O)CC(=O)NCCc1c[nH]c2ccccc12,0.7%,0.5%[50 µM],-6%
COC(=O)c1cc(C(=O)OCC(=O)c2ccc[nH]2)cc([N+](=O)[O-])c1,1.1%,0.5%[50 µM],6%

# Entries listed so far containing a halogen:
SMILES,RSV antiviral HEp-2,K1F lysis inhibition,NS5 inhibitors
CCCNC(=O)C(Cc1cccc(Br)c1)NC(=O)c1ccc(C#N)cc1 (centres undefined),-0.3%,1.5%,-1%
Cc1ccc2c(c1)C1CN(C)CCC1N2S(=O)(=O)c1cc(C(F)(F)F)ccc1Cl (centres undefined),1.6%,0.3%[50 µM],-7%
Cn1nc(C(=O)Nc2ccc(Cl)c(S(=O)(=O)N3CCOCC3)c2)c2ccccc2c1=O,-0.2%,1.3%[50 µM],1%
CC(=O)NC(C)c1cc(Cl)c2ccccc2c1O (centres undefined),5.8%,-0.7%,-2%
COc1ccccc1C(=O)NC(CCSC)C(=O)NNC(=O)C(C)Oc1ccccc1F (centres undefined),0.8%,0.7%[50 µM],-4%
O=C(COC(=O)/C=C/c1cccc(Br)c1)Nc1cccc(S(=O)(=O)NC2=NCCC2)c1,0.1%,-0.1%[50 µM],2%
CCN(CC(=O)Nc1ccc(NC(C)=O)cc1)C(=O)C1CCCN(C(=O)c2ccc(Cl)cc2)C1 (centres undefined),0.7%,0.5%[50 µM],-2%
CN(CC(=O)Nc1cccc(F)c1)C(=O)c1cc(S(=O)(=O)N2CCN(c3ccccc3)CC2)ccc1Cl,6.0%,0.1%[50 µM],12%

# Further compounds
SMILES,RSV antiviral HEp-2,K1F lysis inhibition,NS5 inhibitors
CN(C)C(CNC(=O)CCNC(=O)c1ccccc1Cl)c1ccco1 (centres undefined),1.3%,0.4%[50 µM],-4%
c1cncc(-c2ccc3[nH]ccc3c2)c1,9.4%,-0.9%,-4%
C=C/C(C)=C/C[C@H]1C(=C)CCC2[C@](C)(C(=O)O)CCC[C@@]21C (some centres undefined),3.3%,1.0%,7%
Cc1ccc(NC(=O)COC(=O)CN2CCCCCC2=O)cc1C,1.9%,0.3%[50 µM],-3%
Cc1cc(C)c(NC(=O)CNC(=O)Cc2ccc(S(=O)(=O)N3CCOCC3)s2)c(C)c1,0.4%,0.0%[50 µM],0%
Cc1cc(C)cc(OCC(=O)N(C)CC(=O)Nc2ccc(Cl)c(C(F)(F)F)c2)c1,21%,-0.5%[50 µM],0%
O=C(C1=COCCO1)N(Cc1nnc(-c2ccccc2Cl)o1)C1CC1,4.1%,0.4%[50 µM],0%
CCOC(=O)N1CCN(C(=O)/C(=C/c2ccc(N(C)C)cc2)NC(=O)c2ccccc2)CC1,1.3%,0.5%[50 µM],-22%
COc1ccc(C(=O)OCc2cc(=O)n3c(C)csc3n2)cc1F,0.8%,0.3%[50 µM],-3%
NS(=O)(=O)c1ccc(CCNC(=O)COC(=O)CCN2C(=O)C3CC=CCC3C2=O)cc1 (centres undefined),0.9%,0.4%[50 µM],-13%
O=C(COC(=O)/C=C/c1cccc(C(F)(F)F)c1)NCCN1C(=O)CSC1=O,2.1%,0.3%[50 µM],-6%
COc1cc2cnc(-c3ccccc3)c(-c3ccc(C#N)cc3)c2cc1OC,5.2%,0.4%,-5%
COc1ccc(NS(=O)(=O)c2ccc(NC(=O)c3ccccn3)cc2)cc1,5.7%,0.4%[50 µM],-7%
Cn1c(SCc2ccc(F)cc2Cl)nc2ccccc2c1=O,-0.6%,0.5%[50 µM],-4%
Cc1cc(O)c(CN2CCN(S(=O)(=O)c3cccs3)CC2)cc1C(C)C,3.2%,0.5%[50 µM],-6%
CCOC(=O)C1CCN(C(=O)c2cccc(S(=O)(=O)N3c4ccccc4CC3C)c2)CC1 (centres undefined),0.5%,0.0%[50 µM],-6%
O=C(CSc1ccccn1)Nc1ccc2[nH]c(=O)[nH]c2c1,-0.3%,0.2%[50 µM],-6%
CCOc1ccc(S(=O)(=O)NCC(=O)OCc2nnc(-c3ccccc3)o2)cc1,1.0%,1.3%[50 µM],-9%
CC1CC(C)CN(CC(=O)Nc2cc(S(=O)(=O)N3CCOCC3)ccc2N2CCCC2)C1 (centres undefined),0.3%,-0.1%,-4%
O=C(c1cc(C2CC2)nn1-c1ccccc1)N1CCN(Cc2ccc(Cl)cc2)CC1,1.2%,2.1%[50 µM],-1%
COc1ccc(Cl)cc1NC(=O)CN(C)C(=O)c1ccc(-n2nc(C)cc2C)cc1,1.9%,0.3%[50 µM],1%
CCc1noc(C)c1C(=O)OC(C)C(=O)Nc1ccc(Cl)cn1 (centres undefined),0.6%,-0.1%,-11%
O=C1CN(C(=O)COC(=O)c2ccco2)c2ccccc2N1,1.4%,0.6%[50 µM],-4%
COc1ccc(CCC(=O)NNC(=O)c2cccs2)cc1,-0.8%,1.1%[50 µM],-2%
Cc1c(NC(=O)COC(=O)CSc2ccc([N+](=O)[O-])cc2)c(=O)n(-c2ccccc2)n1C,1.2%,0.3%[50 µM],3%
COc1ccc(CC(=O)NNC(=O)CN(C)S(=O)(=O)c2ccc(Cl)cc2)cc1OC,1.2%,0.3%[50 µM],-12%
COc1ccc(C(=O)Nc2cccc(-c3csc(C)n3)c2)cc1S(=O)(=O)N1CCCC1,-0.5%,0.0%[50 µM],0%
CCOc1cc(N2CCOCC2)c(OCC)cc1NC(=O)CN1C(=O)NC2(CCCCC2)C1=O,-0.7%,1.4%[50 µM],4%

# At a glance, part of the list above:
SMILES,RSV antiviral HEp-2,K1F lysis inhibition,NS5 inhibitors
COc1ccc(CC(=O)NNC(=O)CN(C)S(=O)(=O)c2ccc(Cl)cc2)cc1OC,1.2%,0.3%[50 µM],-12%
COc1ccc(C(=O)Nc2cccc(-c3csc(C)n3)c2)cc1S(=O)(=O)N1CCCC1,-0.5%,0.0%[50 µM],0%
CCOc1cc(N2CCOCC2)c(OCC)cc1NC(=O)CN1C(=O)NC2(CCCCC2)C1=O,-0.7%,1.4%[50 µM],4%
